Assay outcomes (PubChem)
NSD2 inh – blocks human NSD2 histone methyltransferase activity; O96028; NSD2-SET H3K36me1 DELFIA fluorescence, biochemical; inhibition, % at 12.5 µM; 44,000 compounds, 0.07% hits; AID 624260; in the data active means inhibition above about 54%, passing the limit was not always enough; inconclusive means no clear call, values can overlap the other calls;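 further: inhibitors reduce the monomethyl H3K36 fluorescence signal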
Target sequence (O96028 whole entry, looked up): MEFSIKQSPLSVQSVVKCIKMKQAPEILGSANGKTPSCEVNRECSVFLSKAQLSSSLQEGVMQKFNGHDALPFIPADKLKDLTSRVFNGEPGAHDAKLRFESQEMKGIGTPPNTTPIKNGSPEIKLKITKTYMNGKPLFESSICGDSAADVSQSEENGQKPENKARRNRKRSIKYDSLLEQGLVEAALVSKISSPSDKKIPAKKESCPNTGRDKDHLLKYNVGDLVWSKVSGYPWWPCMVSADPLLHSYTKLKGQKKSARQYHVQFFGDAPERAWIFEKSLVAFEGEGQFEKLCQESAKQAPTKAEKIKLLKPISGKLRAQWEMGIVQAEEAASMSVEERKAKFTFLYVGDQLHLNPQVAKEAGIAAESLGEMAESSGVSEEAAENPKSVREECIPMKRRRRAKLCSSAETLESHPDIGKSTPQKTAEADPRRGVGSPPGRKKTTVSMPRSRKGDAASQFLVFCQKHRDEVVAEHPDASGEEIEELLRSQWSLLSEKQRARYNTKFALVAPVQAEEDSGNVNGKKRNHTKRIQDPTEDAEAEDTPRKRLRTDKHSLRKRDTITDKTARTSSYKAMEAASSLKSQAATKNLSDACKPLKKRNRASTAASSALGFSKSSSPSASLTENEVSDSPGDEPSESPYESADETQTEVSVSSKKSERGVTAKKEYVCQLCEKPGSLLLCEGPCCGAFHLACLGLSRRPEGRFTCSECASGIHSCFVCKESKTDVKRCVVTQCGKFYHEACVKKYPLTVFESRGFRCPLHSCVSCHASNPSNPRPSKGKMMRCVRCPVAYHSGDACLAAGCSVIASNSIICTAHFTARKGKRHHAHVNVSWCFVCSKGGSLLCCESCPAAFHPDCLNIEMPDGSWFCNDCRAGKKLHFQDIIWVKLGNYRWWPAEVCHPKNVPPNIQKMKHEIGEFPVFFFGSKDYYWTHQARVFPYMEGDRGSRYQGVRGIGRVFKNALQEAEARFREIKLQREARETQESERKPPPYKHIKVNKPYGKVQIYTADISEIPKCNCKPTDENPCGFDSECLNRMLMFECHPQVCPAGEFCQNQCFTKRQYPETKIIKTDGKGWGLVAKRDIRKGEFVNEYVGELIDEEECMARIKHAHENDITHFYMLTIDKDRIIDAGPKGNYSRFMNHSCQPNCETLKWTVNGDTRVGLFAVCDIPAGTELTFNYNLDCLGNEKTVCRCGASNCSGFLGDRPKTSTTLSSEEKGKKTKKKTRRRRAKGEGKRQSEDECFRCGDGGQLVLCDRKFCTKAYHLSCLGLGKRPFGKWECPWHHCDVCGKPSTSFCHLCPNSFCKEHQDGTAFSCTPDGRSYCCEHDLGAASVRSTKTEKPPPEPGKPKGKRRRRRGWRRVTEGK
Active calls of the source: *; ? = inconclusive. This is a subset; rates above refer to the full screens.

SMILES	NSD2 inh
CC(=O)N(C)C[C@H]1Oc2ncc(/C=C/c3ccccc3)cc2C(=O)N([C@@H](C)CO)C[C@@H]1C	-2
C[C@@H]1CN([C@H](C)CO)C(=O)c2cccc(NC(=O)Nc3ccc(C(F)(F)F)cc3)c2O[C@@H]1CN(C)Cc1ccc(C(F)(F)F)cc1	-13
Cc1noc(C)c1NC(=O)Nc1cccc2c1O[C@H](CN(C)S(=O)(=O)c1ccc(Cl)cc1)[C@H](C)CN([C@@H](C)CO)C2=O	-1
COCC#Cc1cnc2c(c1)C(=O)N([C@@H](C)CO)C[C@@H](C)[C@@H](CN(C)S(=O)(=O)c1cn(C)cn1)O2	-13
O=C(CCCCCC(=O)N/N=C/c1ccc(-n2ccnc2)cc1)NO	-2
COCC(=O)N(C)C[C@H]1Oc2ncc(C#Cc3cccnc3)cc2C(=O)N([C@H](C)CO)C[C@H]1C	-2
C[C@@H]1CCCCO[C@H](CN(C)S(C)(=O)=O)[C@@H](C)CN([C@H](C)CO)C(=O)c2cc(NS(=O)(=O)c3cccs3)ccc2O1	3
COc1ccc(NC(=O)N(C)C[C@@H]2Oc3c(NC(=O)Nc4ccc(F)cc4)cccc3C(=O)N([C@H](C)CO)C[C@H]2C)cc1	0
C[C@@H]1OC(OC[C@H]2O[C@@H](Oc3cc(O)c4c(=O)cc(-c5ccc(O)c(O)c5)oc4c3)[C@H](O)[C@@H](O)[C@@H]2O)[C@H](O)[C@H](O)[C@H]1O (some centres not stated)	34
CNC[C@@H]1Oc2ccc(NC(=O)Nc3ccc(C(F)(F)F)cc3)cc2CC(=O)N([C@H](C)CO)C[C@H]1C	-9
C[C@H]1CN([C@@H](C)CO)C(=O)c2cc(NC(=O)c3ccncc3)ccc2O[C@H]1CN(C)C(=O)Nc1ccc(F)cc1	0
C[C@@H]1CN([C@H](C)CO)C(=O)Cc2cc(NS(=O)(=O)c3ccc(Cl)cc3)ccc2O[C@H]1CN(C)Cc1ccc(C(=O)Nc2ccccc2N)cc1	3
C[C@@H]1CN([C@@H](C)CO)C(=O)c2cccc(NS(C)(=O)=O)c2O[C@H]1CN(C)C	1
C[C@H]1CN([C@@H](C)CO)C(=O)c2cc(-c3ccccc3F)cnc2O[C@@H]1CN(C)C(=O)CN(C)C	8
C[C@H](CO)N1C[C@H](C)[C@@H](CN(C)Cc2ccccn2)Oc2cc(-c3ccncc3)ccc2S1(=O)=O	6

Entries above containing nitrogen in an aromatic ring:
SMILES	NSD2 inh
CC(=O)N(C)C[C@H]1Oc2ncc(/C=C/c3ccccc3)cc2C(=O)N([C@@H](C)CO)C[C@@H]1C	-2
Cc1noc(C)c1NC(=O)Nc1cccc2c1O[C@H](CN(C)S(=O)(=O)c1ccc(Cl)cc1)[C@H](C)CN([C@@H](C)CO)C2=O	-1
COCC#Cc1cnc2c(c1)C(=O)N([C@@H](C)CO)C[C@@H](C)[C@@H](CN(C)S(=O)(=O)c1cn(C)cn1)O2	-13
O=C(CCCCCC(=O)N/N=C/c1ccc(-n2ccnc2)cc1)NO	-2
COCC(=O)N(C)C[C@H]1Oc2ncc(C#Cc3cccnc3)cc2C(=O)N([C@H](C)CO)C[C@H]1C	-2
C[C@H]1CN([C@@H](C)CO)C(=O)c2cc(NC(=O)c3ccncc3)ccc2O[C@H]1CN(C)C(=O)Nc1ccc(F)cc1	0
C[C@H]1CN([C@@H](C)CO)C(=O)c2cc(-c3ccccc3F)cnc2O[C@@H]1CN(C)C(=O)CN(C)C	8
C[C@H](CO)N1C[C@H](C)[C@@H](CN(C)Cc2ccccn2)Oc2cc(-c3ccncc3)ccc2S1(=O)=O	6

(more compounds)
SMILES	NSD2 inh
C[C@H](CO)N1C[C@H](C)[C@H](CN(C)C(=O)Nc2ccc(C(F)(F)F)cc2)Oc2ccc(NS(=O)(=O)c3ccc(Cl)cc3)cc2C1=O	-3
CN1CCN(C(=O)C[C@H]2C[C@H]3c4cc(NS(=O)(=O)c5ccc(F)cc5)ccc4O[C@H]3[C@@H](CO)O2)CC1	4
C[C@@H]1CN([C@H](C)CO)C(=O)c2cc(-c3cccc(C#N)c3)cnc2O[C@@H]1CN(C)Cc1ccncc1	6
C[C@@H]1CN([C@@H](C)CO)S(=O)(=O)c2ccc(C#CC3CC3)cc2O[C@H]1CN(C)C(=O)c1ccccn1	1
CCCC#Cc1ccc2c(c1)O[C@@H](CN(C)C(=O)CN(C)C)[C@@H](C)CN([C@H](C)CO)S2(=O)=O	0
C[C@@H]1CN([C@H](C)CO)C(=O)c2cccc(NS(=O)(=O)c3ccccc3)c2O[C@H]1CN(C)Cc1ccc(Oc2ccccc2)cc1	-2
C[C@@H]1CN([C@H](C)CO)S(=O)(=O)c2ccc(C3=CCCC3)cc2O[C@H]1CN(C)Cc1cccc(C(=O)O)c1	0
CN(C)CCCSC(=N)N	5
C[C@H]1CN([C@@H](C)CO)S(=O)(=O)c2ccc(C3=CCCC3)cc2O[C@H]1CN(C)Cc1cccc(C(=O)O)c1	-2
Cc1ccc(S(=O)(=O)N(C)C[C@H]2Oc3cc(-c4cccc(F)c4)ccc3S(=O)(=O)N([C@@H](C)CO)C[C@H]2C)cc1	1
C[C@H]1CN([C@@H](C)CO)C(=O)c2cc(NC(=O)Nc3ccccc3)ccc2O[C@H]1CN(C)S(C)(=O)=O	1
CNC[C@H]1Oc2ncc(C#CC3(O)CCCC3)cc2C(=O)N([C@H](C)CO)C[C@H]1C	3
Cc1ccc(S(=O)(=O)Nc2ccc3c(c2)C(=O)N([C@H](C)CO)C[C@@H](C)[C@@H](CN(C)S(=O)(=O)c2ccccc2)O3)cc1	-2
C#CCN([C@H](/C=C/C1CC1)[C@@H](O)Cc1ccccc1)[C@@H](Cc1ccc(N=[N+]=[N-])cc1)C(=O)OC	2
C[C@@H]1CN([C@@H](C)CO)C(=O)CCCn2nncc2CO[C@H]1CN(C)Cc1ccncc1	2
COc1ccc(-c2nnc(SCC(=O)n3c4c(c5c3CCCC5)CCCC4)n2C)cc1	-7
C[C@@H]1CN([C@@H](C)CO)C(=O)CCCn2cc(nn2)CO[C@@H]1CN(C)C(=O)c1ccncc1	-2
Cc1ccc(S(=O)(=O)N[C@@H]2C=C[C@H](CC(=O)O)O[C@H]2CO)cc1	-1
CNC[C@H]1OCCCC[C@H](C)Oc2ccc(NS(=O)(=O)c3ccccc3)cc2C(=O)N([C@H](C)CO)C[C@@H]1C	?
COc1ccc(S(=O)(=O)Nc2ccc3c(c2)CC(=O)N([C@@H](C)CO)C[C@H](C)[C@@H](CN(C)S(=O)(=O)c2cn(C)cn2)O3)cc1	-1
COc1ccc(S(=O)(=O)Nc2ccc3c(c2)C(=O)N([C@@H](C)CO)C[C@H](C)[C@H](CN(C)C(=O)Nc2cccc4ccccc24)OCCCC[C@@H](C)O3)cc1	-6
CNC[C@H]1Oc2c(NC(=O)c3cc(C)nn3C)cccc2C(=O)N([C@H](C)CO)C[C@@H]1C	2
COc1ccc(NC(=O)Nc2ccc3c(c2)C(=O)N([C@H](C)CO)C[C@@H](C)[C@@H](CN(C)CC2CCCCC2)OCCCC[C@H](C)O3)cc1	1
C[C@H]1CN([C@@H](C)CO)C(=O)c2cc(-c3cccc(F)c3)cnc2O[C@@H]1CN(C)C(=O)C1CCOCC1	0
C[C@@H]1CN([C@@H](C)CO)C(=O)c2cc(C#CCC3CCCC3)cnc2O[C@H]1CN(C)S(=O)(=O)c1cccs1	2
CC(C)NC(=O)N(C)C[C@H]1Oc2c(NS(=O)(=O)c3ccc(F)cc3)cccc2C(=O)N([C@H](C)CO)C[C@H]1C	6
COC(=O)[C@]1(CCS(=O)(=O)c2ccccc2)N=C(c2ccc(OCCCO)cc2)O[C@@H]1c1ccccc1CN=[N+]=[N-]	-3
C[C@@H]1CCCCO[C@@H](CN(C)C(=O)Nc2ccccc2)[C@H](C)CN([C@H](C)CO)C(=O)c2cc(NC(=O)c3ccccc3)ccc2O1	-93
C[C@@H]1CN([C@H](C)CO)C(=O)c2cc(NS(=O)(=O)c3ccc(F)cc3)ccc2O[C@@H](C)CCCCO[C@@H]1CN(C)C(=O)c1ccncc1	-4
Clc1ccc2nc(NCc3ccccn3)nc(-c3ccccc3)c2c1	0
C[C@@H]1CN([C@@H](C)CO)C(=O)c2cc(C#CC3(O)CCCC3)cnc2O[C@H]1CN(C)C(=O)Cc1cccnc1	0
COc1cccc(NC(=O)N(C)C[C@H]2Oc3ncc(/C=C/c4ccccc4)cc3C(=O)N([C@H](C)CO)C[C@@H]2C)c1	5
C[C@H]1CN([C@@H](C)CO)C(=O)c2cc(NS(C)(=O)=O)ccc2O[C@@H]1CN(C)S(=O)(=O)c1ccc(F)cc1	2
CCCNC(=O)C[C@H]1C[C@H]2c3cc(NS(=O)(=O)c4cccc(OC)c4)ccc3O[C@H]2[C@@H](CO)O1	0
C[C@@H]1CCCCO[C@H](CN(C)C(=O)Nc2ccc(C(F)(F)F)cc2)[C@H](C)CN([C@@H](C)CO)C(=O)c2cc(NS(C)(=O)=O)ccc2O1	-11
C[C@H]1CN([C@@H](C)CO)C(=O)Cc2cc(NC(=O)Nc3ccc(F)cc3)ccc2O[C@H]1CN(C)Cc1ccncc1	5
Cc1ccc(S(=O)(=O)Nc2ccc3c(c2)C(=O)N([C@@H](C)CO)C[C@H](C)[C@@H](CN(C)C(=O)Nc2ccccc2)OCCCC[C@@H](C)O3)cc1	-2
C[C@@H]1CN([C@@H](C)CO)C(=O)c2cc(-c3cncnc3)cnc2O[C@@H]1CN(C)C(=O)Nc1ccc2c(c1)OCO2	2
O=C(C[C@H]1C[C@@H]2c3cc(NC(=O)C4CCC4)ccc3O[C@@H]2[C@@H](CO)O1)NCc1cc(F)ccc1F	1
CN(C)c1ccc2c(c1)[C@H]1C[C@H](CC(=O)NCCc3ccccc3)O[C@H](CO)[C@H]1O2	0
C[C@@H]1CN([C@H](C)CO)C(=O)c2cc(NC(=O)Cc3ccccc3)ccc2O[C@@H](C)CCCCO[C@@H]1CN(C)Cc1ccc(C(=O)O)cc1	3
C[C@@H]1CCCCO[C@@H](CN(C)C(=O)Nc2cccc3ccccc23)[C@@H](C)CN([C@H](C)CO)C(=O)c2cc(N(C)C)ccc2O1	-8
C#CCNC(=O)C1=C[C@H](C)[C@@H](CCCO)[C@H](OCC)O1	2
COC(=O)/C(=C1\OC(=O)C(c2ccccc2)C1=O)c1ccccc1 (configuration not stated)	1
C[C@@H]1CCCCO[C@@H](CN(C)Cc2ccccc2)[C@H](C)CN([C@@H](C)CO)C(=O)c2cc(NS(=O)(=O)c3cn(C)cn3)ccc2O1	-1

Among those listed so far, 2 have a thiophene ring, fused or not:
SMILES	NSD2 inh
C[C@@H]1CCCCO[C@H](CN(C)S(C)(=O)=O)[C@@H](C)CN([C@H](C)CO)C(=O)c2cc(NS(=O)(=O)c3cccs3)ccc2O1	3
C[C@@H]1CN([C@@H](C)CO)C(=O)c2cc(C#CCC3CCCC3)cnc2O[C@H]1CN(C)S(=O)(=O)c1cccs1	2

Later entries
SMILES	NSD2 inh
Cc1noc(C)c1S(=O)(=O)N(C)C[C@H]1Oc2ccc(NC(=O)CCCN(C)C)cc2CC(=O)N([C@H](C)CO)C[C@@H]1C	-4
C[C@H]1CN([C@@H](C)CO)S(=O)(=O)c2ccc(C#CC3CC3)cc2O[C@H]1CN(C)C(=O)C1CCC1	-2
COc1ccc(NC(=O)Nc2ccc3c(c2)C(=O)N([C@@H](C)CO)C[C@H](C)[C@@H](CN(C)Cc2ccncc2)O3)cc1	1
Cc1ccc(S(=O)(=O)Nc2ccc3c(c2)CC(=O)N([C@H](C)CO)C[C@H](C)[C@@H](CN(C)S(=O)(=O)c2ccc(C)cc2)O3)cc1	-1
C[C@@H]1CN([C@@H](C)CO)C(=O)c2cc(NC(=O)C3CCCCC3)ccc2O[C@@H]1CN(C)C(=O)Nc1ccc2c(c1)OCO2	-4
C[C@H]1CN([C@@H](C)CO)C(=O)c2cccc(NC(=O)Nc3cccc4ccccc34)c2O[C@@H]1CN(C)S(=O)(=O)c1ccccc1	6
C[C@@H]1CN([C@@H](C)CO)C(=O)c2cc(NS(=O)(=O)c3cccs3)ccc2O[C@@H](C)CCCCO[C@H]1CN(C)S(=O)(=O)c1ccccc1	-6
Cc1ccc(S(=O)(=O)Nc2ccc3c(c2)C(=O)N([C@H](C)CO)C[C@H](C)[C@H](CN(C)C)OCCCC[C@H](C)O3)cc1	0
CC(C)NC(=O)N(C)C[C@H]1Oc2cc(C3=CCCC3)ccc2S(=O)(=O)N([C@@H](C)CO)C[C@@H]1C	-13
C[C@@H]1CN([C@H](C)CO)C(=O)Cc2cc(NC(=O)Cc3ccccc3)ccc2O[C@@H]1CN(C)Cc1ccc(Cl)c(Cl)c1	-8
COc1ccc(NC(=O)N(C)C[C@@H]2Oc3ccc(N(C)C)cc3CC(=O)N([C@@H](C)CO)C[C@H]2C)cc1	4
O=C(C[C@@H]1C=C[C@@H](NC(=O)Nc2cc(F)ccc2F)[C@H](CO)O1)NCCCN1CCOCC1	-1
CC(=O)N(C)C[C@H]1Oc2cc(C#Cc3cccc(F)c3)ccc2S(=O)(=O)N([C@H](C)CO)C[C@@H]1C	-1
Cc1noc(C)c1NC(=O)N(C)C[C@@H]1Oc2ccc(NC(=O)Nc3ccc4c(c3)OCO4)cc2C(=O)N([C@H](C)CO)C[C@@H]1C	-1
C[C@@H]1CN([C@H](C)CO)C(=O)c2cc(-c3ccncc3)cnc2O[C@@H]1CN(C)C(=O)c1cccc(F)c1	-2
COc1ccc(NC(=O)Nc2cccc3c2O[C@@H](CN(C)Cc2ccc(Oc4ccccc4)cc2)[C@H](C)CN([C@H](C)CO)C3=O)cc1	3
C[C@@H]1CN([C@H](C)CO)C(=O)c2cc(NC(=O)Nc3ccc4c(c3)OCO4)ccc2O[C@@H](C)CCCCO[C@@H]1CN(C)Cc1ccccc1	44
C[C@H]1CN([C@@H](C)CO)C(=O)c2cccc(NS(=O)(=O)c3ccc(Cl)cc3)c2O[C@@H]1CN(C)S(=O)(=O)c1ccc(F)cc1	-2
C[C@@H]1CCCCO[C@@H](CN(C)C(=O)CCCN(C)C)[C@H](C)CN([C@@H](C)CO)C(=O)c2cc(NS(=O)(=O)c3cccs3)ccc2O1	-322
